BoNT F protease = BoNT/F light chain protease inhibitors, primary screen, biochemical, flow cytometry, MLPCN library | inhibition, % at 10 µM | hit rate 0.22% among 360,000 | AID 588497, 2011 | Multiplex microsphere protease cleavage assay; in the data active = inhibition above about 35%, passing the limit was not always enough; inconclusive = no clear call, values can overlap the other calls; also: plate controls were buffer without enzyme for full effect and enzyme alone for no effect
Anthrax LF prot = Bacillus anthracis LF protease inhibitors, primary screen, biochemical, multiplex microsphere, MLPCN library; Lethal factor (Bacillus anthracis), P15917; multiplex microsphere protease cleavage assay; inhibition, % at 10 µM; hit rate 0.12% among 360,000; AID 588501, 2011; also: plate controls were buffer without enzyme for full effect and enzyme alone for no effect
BoNT-A LC inh2 = BoNT/A light chain protease inhibitors, primary screen, biochemical, flow cytometry, MLPCN library. Botulinum neurotoxin type A light chain protease (Clostridium botulinum A str. ATCC 3502). multiplex microsphere protease substrate cleavage. inhibition, % at 10 µM. hit rate 0.17% among 360,000. AID 588499, 2011; also: plate controls were buffer without enzyme for full effect and enzyme alone for no effect
FadD28 binding = inhibitors of FadD28 bisubstrate probe binding, primary screen, biochemical, fluorescence polarization, single point; AID 588549, 2011; inhibition, % at 12.5 µM; Mycobacterium tuberculosis FadD28 fatty-acid-AMP ligase; hit rate 0.22% among 360,000; in the data active = inhibition above about 8.5%, passing the limit was not always enough; inconclusive = no clear call, values can overlap the other calls
PfHsp40 yeast = rescue of yeast from PfHsp40 toxicity, primary screen, S. cerevisiae, ATP luminescence; growth rescue, % at 12.5 µM; S. cerevisiae expressing PfHsp40, growth rescue; hit rate 0.68% among 340,000; in the data active = growth rescue above about 28%, passing the limit was not always enough; inconclusive = no clear call, values can overlap the other calls;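 also: yeast W303a lacking pdr1 and pdr3 grown in galactose medium; growth measured after three days at 30 °C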
Mtb FBA inh = Mtb FBA enzyme inhibitors, primary screen, biochemical, fluorescence, strain H37Rv; Fructose-bisphosphate aldolase (Mycobacterium tuberculosis (strain ATCC 25618 / H37Rv)), …; purified M. tuberculosis FBA, fluorescence read-out; inhibition, % at 1 µM; hit rate 2.3% among 360,000; in the data active = inhibition above about 27%;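 also: 0% = vehicle and 100% = reference inhibitor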
Target sequence (P9WQA3 whole entry, looked up): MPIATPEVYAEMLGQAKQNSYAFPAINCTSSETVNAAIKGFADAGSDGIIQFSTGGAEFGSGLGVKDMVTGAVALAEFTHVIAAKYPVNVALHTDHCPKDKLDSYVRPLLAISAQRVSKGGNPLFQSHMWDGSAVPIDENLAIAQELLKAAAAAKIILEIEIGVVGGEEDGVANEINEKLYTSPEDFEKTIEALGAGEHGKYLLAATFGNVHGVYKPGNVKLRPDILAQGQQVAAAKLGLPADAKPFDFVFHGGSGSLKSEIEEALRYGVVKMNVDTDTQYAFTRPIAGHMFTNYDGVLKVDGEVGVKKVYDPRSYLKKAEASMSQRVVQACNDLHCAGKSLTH
UGM FP inh = M. tuberculosis UGM enzyme inhibitors, primary screen, biochemical, fluorescence polarization, single point | AID 504406, 2011 | UDP-galactopyranose mutase (Mycobacterium tuberculosis (strain ATCC 25618 / H37Rv)), … | purified UGM, fluorescence polarization probe displacement | hit rate 0.06% among 320,000 | inhibition, % at 10 µM; in the data active = inhibition above about 10%, passing the limit was not always enough; inconclusive = no clear call, values can overlap the other calls
Target sequence (P9WIQ1 whole entry, looked up): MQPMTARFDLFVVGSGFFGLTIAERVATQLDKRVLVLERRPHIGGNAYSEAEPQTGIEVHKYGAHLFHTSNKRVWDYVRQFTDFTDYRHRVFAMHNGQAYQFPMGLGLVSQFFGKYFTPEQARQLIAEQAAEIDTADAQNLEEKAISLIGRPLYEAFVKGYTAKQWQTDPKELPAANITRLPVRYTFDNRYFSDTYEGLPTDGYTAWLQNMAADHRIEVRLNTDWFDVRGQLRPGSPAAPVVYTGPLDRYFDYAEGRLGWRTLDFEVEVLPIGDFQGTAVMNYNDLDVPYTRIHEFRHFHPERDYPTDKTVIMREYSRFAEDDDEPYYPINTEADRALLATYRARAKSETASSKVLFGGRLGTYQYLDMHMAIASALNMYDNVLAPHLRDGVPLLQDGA
Mtb BioA inh = M. tuberculosis BioA enzyme inhibitors, primary screen, biochemical, plate reader, single point, HTS; 7,8-diaminopelargonic acid synthase BioA (Mycobacterium tuberculosis); purified M. tuberculosis BioA enzyme; inhibition, % at 9.99 µM; hit rate 0.096% among 360,000; AID 602481, 2012; in the data active = inhibition above about 40%; inconclusive = no clear call, values can overlap the other calls
GDH-TPI inh = GDH-TPI coupling enzyme inhibitors, primary screen, artefact control for M. tuberculosis FBA inhibitor project, biochemical, absorbance, full deck; GDH-TPI coupled enzyme counterscreen, NADH absorbance; inhibition, % at 4.8 µM; hit rate 1.2% among 360,000; in the data active = inhibition above about 30%;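 also: 0% = DMSO wells and 100% = wells lacking the enzyme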
The depositor's hits bear a star; u = inconclusive; x = no result given. Rule as the data show it, unless noted: active = inhibition above about 30%; inconclusive = no clear call, values can overlap the other calls; inactive = below that.

#	structure	BoNT F protease	Anthrax LF prot	BoNT-A LC inh2	FadD28 binding	PfHsp40 yeast
1	O=C(Nc1ccc2oc(-c3ccccc3)nc2c1)c1ccccc1F	24	6	-0.3	-2.2	1.9
2	COc1ccc(NC2CC(=O)NC2=O)cc1 (stereo unspecified)	-7	4	-0.7	-2.5	-1.2
3	O=C(CSc1ccccc1C(=O)NCc1ccccc1)NC1CCCCCCC1	-6	-3	-0.2	-1.7	1.5
4	Cc1nc(N)nc(N/N=C/c2ccccc2)n1	-7	-3	-0.4	0.5	-0.3
5	Cc1cccc(-n2ncc3c(NCc4ccccc4)ncnc32)c1	7	1	-0.3	-0.3	-0.1
6	O=CN1N=C(c2ccccc2)CC1c1ccccc1[N+](=O)[O-] (stereo unspecified)	1	2	0.4	-3.5	-0.1
7	Cc1ccc(-n2nnnc2SCC(=O)NC2CCCc3ccccc32)c(C)c1 (stereo unspecified)	-7	3	0.0	-1.9	6.9
8	Cc1ccc(S(=O)(=O)C2(C(=O)Nc3nccs3)CC2)cc1	-8	2	-0.3	-0.2	0.9

#	Mtb FBA inh	UGM FP inh	Mtb BioA inh	GDH-TPI inh
1	4	-0.2	-2.6	8
2	0	-1.5	0.0	-2
3	-3	-1.6	4.8	-1
4	-5	1.6	-0.7	12
5	11	-0.7	-0.3	1
6	-6	-1.8	x	-13
7	7	x	x	6
8	-2	2.9	0.8	-3

Additional entries follow:
#	structure	BoNT F protease	Anthrax LF prot	BoNT-A LC inh2	FadD28 binding	PfHsp40 yeast
9	CN(C)C(CNC(=O)CCS(=O)(=O)c1ccccc1)c1ccccc1 (stereo unspecified)	1	5	-3.7	-3.8	1.6
10	COc1cc([C@H]2[C@@H]3CCCC[C@]3(O)CCN2CC(=O)Nc2ccc(C)cc2)ccc1O	-4	-5	0.7	-1.9	-1.1
11	CC(C)C(=O)Nc1ccc(C(=O)NNC(=O)c2cccs2)cc1	3	3	-1.0	-1.2	13
12	C=CCNC(=S)N/N=C(\C)c1cc(OC)c(OC)c(OC)c1	-9	0	-0.3	0.1	-0.2
13	CC1(C)CC(=O)C=C(NCCN2CCN(C(=O)Nc3ccc(Cl)cc3)CC2)C1	0	17	-0.7	-2.6	1.1
14	COc1ccc(-n2ncc3c(NCCCN4CCOCC4)ncnc32)cc1	-8	-5	-0.3	0.4	8.4
15	CCOc1cccc(=O)c2c(C)n(Cc3ccco3)c(C)c12	1	-2	1.5	0.6	-0.5
16	O=[N+]([O-])c1[nH]cnc1/C=C/c1ccccc1	4	-8	1.1	0.8	-0.2

#	Mtb FBA inh	UGM FP inh	Mtb BioA inh	GDH-TPI inh
9	6	0.1	-0.8	9
10	0	0.1	-0.4	2
11	-1	x	-0.1	3
12	2	0.8	x	8
13	-2	-2.6	0.9	-8
14	13	1.9	3.4	15
15	-3	-0.5	x	0
16	-3	4.1	-1.8	10

Additional structures follow:
#	structure	BoNT F protease	Anthrax LF prot	BoNT-A LC inh2	FadD28 binding	PfHsp40 yeast
17	O=C(COC(=O)c1ccccc1O)Nc1cccc(S(=O)(=O)N2CCCC2)c1	-8	-3	-0.5	-3.4	-1.1
18	O=C(CN1N=C(c2ccccc2)CCC1=O)NCCCN1CCc2ccccc2C1	-3	0	0.2	-2.2	-0.4
19	CCOC(=O)C1CCCN(C(=O)c2cc3ncc(Br)cn3n2)C1 (stereo unspecified)	4	-1	0.4	0.3	-0.8
20	COc1ccc(NC(=S)NCc2ccc(Cl)cc2)c(OC)c1	12	-8	0.3	-3.5	0.6
21	COc1cc(C(=O)NCCC(=O)NCCc2ccc(Cl)cc2)cc(OC)c1OC	-4	0	0.3	-0.1	-1.2
22	O=C(CC1CCCCC1)Nc1ccccc1-c1ccccc1	-1	1	0.2	-0.3	0.6
23	Cc1nnc(SCC(=O)N/N=C/c2cc(Cl)c(O)c(Cl)c2)s1	-3	0	-0.2	1.5	0.5
24	CCCc1c(C(=O)Nc2ccc(OC)cc2)cnn1-c1ccccc1	u	-5	-1.0	-0.7	1.2

#	Mtb FBA inh	UGM FP inh	Mtb BioA inh	GDH-TPI inh
17	0	1.3	-1.6	-5
18	-4	0.7	-1.4	-1
19	0	1.4	-0.2	14
20	0	1.9	-0.9	0
21	-3	1.2	x	3
22	-1	-0.6	x	5
23	-4	0.6	0.8	35*
24	-1	6.0	1.0	-6

Remaining list, next part
#	structure	BoNT F protease	Anthrax LF prot	BoNT-A LC inh2	FadD28 binding	PfHsp40 yeast
25	O=[N+]([O-])c1ccc(Oc2ccc(-c3cnc4ccccc4n3)cc2[N+](=O)[O-])cc1	0	-2	0.2	-1.4	4.4
26	c1coc(Cn2c(SCc3nc4ccccc4[nH]3)nnc2-c2cccs2)c1	3	1	2.5	-7.1	3.1
27	Cc1ccc(OCc2cc(C(=O)NCC3COCCO3)no2)cc1C (stereo unspecified)	9	0	0.0	0.7	1.3
28	CN(C(=O)COC(=O)c1ccccc1NC(=O)c1ccco1)C1CCS(=O)(=O)C1 (stereo unspecified)	-1	-4	0.4	0.1	-0.8
29	O=C(COc1ccccc1)NCC(=O)Nc1ccncc1	-2	-2	4.7	0.5	0.8
30	CC(C)c1ccc(NC(=O)Cn2c(=O)oc3ccccc32)cc1	-26	-17	-3.0	-1.2	1.6
31	CC(OC(=O)c1ccc2ncsc2c1)C(=O)N(C)C1CCCCC1 (stereo unspecified)	-7	-4	-2.2	-2.9	-0.2
32	COc1ccc(C(=O)NCC(=O)OCC(=O)c2cc(OC)c(OC)c(OC)c2)cc1OC	-1	-2	-0.3	-0.3	0.1

#	Mtb FBA inh	UGM FP inh	Mtb BioA inh	GDH-TPI inh
25	1	1.6	x	8
26	2	3.3	1.5	-5
27	-1	2.3	-2.0	0
28	-2	2.2	x	4
29	-1	2.3	3.5	2
30	0	1.6	-1.2	9
31	3	2.9	1.1	2
32	1	-2.3	x	6

(more compounds)
#	structure	BoNT F protease	Anthrax LF prot	BoNT-A LC inh2	FadD28 binding	PfHsp40 yeast
33	COc1ccc(Oc2nc(-c3ccccn3)nc3ccccc23)cc1	-10	-12	-1.1	-1.1	x
34	COc1ccc([C@@H]2CC=C(C(=O)O)[C@H](c3cccc(Cl)c3)N2S(=O)(=O)c2ccc(C)cc2)cc1OC	-3	-5	-0.7	-1.2	2.7
35	COC(=O)c1cn(NC(=O)Cc2ccc(OC)c(OC)c2)c(=O)c2ccccc12	-9	-1	-1.0	-1.0	0.1
36	CC(C)c1cc(CNC(=O)CCc2nnc(CCCCc3ccccc3)o2)on1	-1	-7	-0.7	-4.8	0.6
37	O=C(N/N=C/c1ccc2c(c1)OCO2)C1COc2ccccc2O1 (stereo unspecified)	0	0	-0.6	-0.8	-0.1
38	O=C1C=C(c2ccccc2)OC2(CCCC2)O1	4	-6	-0.5	-3.5	0.4
39	COc1ccccc1C1C(C(=O)c2sc(C)nc2C)=C(O)C(=O)N1CCN1CCOCC1 (stereo unspecified)	-11	-4	-0.2	-4.5	-0.3
40	Cc1ccc(S(=O)(=O)Nc2cccc(C(=O)NCCN3CCOCC3)c2)cc1F	-7	-6	-0.6	-1.1	-1.4

#	Mtb FBA inh	UGM FP inh	Mtb BioA inh	GDH-TPI inh
33	2	2.8	0.0	9
34	-1	-1.0	1.6	12
35	2	-1.0	-0.2	15
36	-5	1.3	0.9	-1
37	-1	-2.0	3.9	15
38	-1	-1.3	-0.1	0
39	1	1.3	0.1	1
40	7	-1.5	-0.3	9

Complete entries from above:
COc1ccc(C(=O)NCC(=O)OCC(=O)c2cc(OC)c(OC)c(OC)c2)cc1OC across the screens: BoNT F protease = -1; Anthrax LF prot = -2; BoNT-A LC inh2 = -0.3; FadD28 binding = -0.3; PfHsp40 yeast = 0.1; Mtb FBA inh = 1; UGM FP inh = -2.3; Mtb BioA inh = x; GDH-TPI inh = 6
C=CCNC(=S)N/N=C(\C)c1cc(OC)c(OC)c(OC)c1 across the screens: BoNT F protease = -9; Anthrax LF prot = 0; BoNT-A LC inh2 = -0.3; FadD28 binding = 0.1; PfHsp40 yeast = -0.2; Mtb FBA inh = 2; UGM FP inh = 0.8; Mtb BioA inh = x; GDH-TPI inh = 8

A draw from above in order of formula weight, falling:
#	structure	BoNT F protease	Anthrax LF prot	BoNT-A LC inh2	FadD28 binding	PfHsp40 yeast
34	COc1ccc([C@@H]2CC=C(C(=O)O)[C@H](c3cccc(Cl)c3)N2S(=O)(=O)c2ccc(C)cc2)cc1OC	-3	-5	-0.7	-1.2	2.7
33	COc1ccc(Oc2nc(-c3ccccn3)nc3ccccc23)cc1	-10	-12	-1.1	-1.1	x
37	O=C(N/N=C/c1ccc2c(c1)OCO2)C1COc2ccccc2O1 (stereo unspecified)	0	0	-0.6	-0.8	-0.1

#	Mtb FBA inh	UGM FP inh	Mtb BioA inh	GDH-TPI inh
34	-1	-1.0	1.6	12
33	2	2.8	0.0	9
37	-1	-2.0	3.9	15

Next compounds.
#	structure	BoNT F protease	Anthrax LF prot	BoNT-A LC inh2	FadD28 binding	PfHsp40 yeast
41	CC(SC(C)C(=O)NN=Cc1cccc(Cl)c1)C(=O)NN=Cc1cccc(Cl)c1 (stereo unspecified)	-4	1	-0.2	-1.1	-0.1
42	CC(=O)c1ccc(OC(C)C(=O)OCC(=O)NCCc2ccccc2)cc1 (stereo unspecified)	-9	1	1.2	0.0	-0.5
43	CCOC(=O)N/N=C/c1cccnc1	2	-7	0.3	-2.3	-2.2
44	Cc1cccc(/C=N/N(CCO)C2=NS(=O)(=O)c3ccccc32)c1	0	0	0.2	-0.5	-0.2
45	COCCCNCC#CCOc1ccc(OC)cc1	2	-2	-0.6	-1.8	-1.2
46	Cc1ccc(CCNC(=O)CCS(=O)(=O)c2ccc(Br)cc2)cc1	-5	-1	-0.4	-0.8	-1.4
47	O=C(CCNS(=O)(=O)c1ccccc1)OCc1nc2ccsc2c(=O)[nH]1	2	0	1.8	-4.6	0.3
48	CCOC(=O)Cn1c2ccc(OC)cc2c2nc3ccccc3nc21	7	6	1.3	0.0	2.3
49	O=C(Cn1c2ccccc2c2nc3n(c(=O)c21)CCS3)Nc1ccccc1	x	x	x	0.0	2.1
50	C=CC[C@@H](Cc1ccc(F)cc1)C(=O)OC[C@H]1CCCN1C(=O)[C@@H](CC=C)CC(=O)N[C@@H](CO)Cc1ccccc1	1	-7	-0.5	0.8	32*
51	Cc1cccc(C(=O)Nc2nnc(-c3cccnc3)o2)c1	2	2	-0.2	-3.8	8.3

#	Mtb FBA inh	UGM FP inh	Mtb BioA inh	GDH-TPI inh
41	1	x	-1.9	0
42	-1	-1.1	5.7	1
43	1	1.5	x	0
44	0	4.5	-1.7	20
45	-2	0.4	x	-1
46	5	-1.0	x	4
47	-2	-2.1	x	-1
48	1	8.4	-4.2	12
49	11	0.2	1.1	11
50	-1	x	-0.6	5
51	-3	-1.3	x	11

Screening data as filed in PubChem.

Rows were taken by chance. Share with any hit: about 4.7%.
